Assay outcomes from PubChem.
Scp1 inh: Scp-1 phosphatase inhibitors, primary screen, biochemical, colorimetric, uHTS | Carboxy-terminal domain RNA polymerase II polypeptide A small phosphatase 1 (Homo … | inhibition, % at 20 µM | 340,000 compounds, 0.88% hits | Recombinant Scp1, phosphopeptide, malachite green phosphate absorbance;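 active = inhibition above about 50% at 20 µM, limit read from the data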;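 also: plate controls were DMSO wells with enzyme for no effect and wells lacking enzyme for full effect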
Target sequence (Q9GZU7 76-261 limits assumed): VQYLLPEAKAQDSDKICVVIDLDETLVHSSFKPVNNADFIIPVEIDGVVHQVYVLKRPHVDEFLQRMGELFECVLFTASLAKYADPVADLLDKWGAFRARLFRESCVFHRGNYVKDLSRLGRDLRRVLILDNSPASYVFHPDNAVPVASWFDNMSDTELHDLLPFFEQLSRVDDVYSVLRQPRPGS
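System: SCP-1 catalytic domain; Reagent: Phospho 17-mer peptide substrate; Doses: one concentration, 20 µM, with 1.0% DMSO; Incubation: 45 min room-temperature reaction, 5 min colour, 30 min stabiliser; Signal: Phosphate-binding colour reagent, absorbance read at 630 nm.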
Rpn11 inh: Rpn11 (PSMD14) deubiquitinase inhibitors, primary screen, biochemical, fluorescence polarization, uHTS | 26S proteasome non-ATPase regulatory subunit 14 (Homo sapiens), O00487 | human 26S proteasome, Ub4-pepOG fluorescence polarization; 20S core pre-blocked with epoxomicin | calls only at 20 µM | 360,000 compounds, 0.59% hits | AID 588493, 2011;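 active = inhibition at 20 µM, scaled to each plate's controls, above about 33%, limit read from the data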
Target sequence (O00487 whole entry, looked up): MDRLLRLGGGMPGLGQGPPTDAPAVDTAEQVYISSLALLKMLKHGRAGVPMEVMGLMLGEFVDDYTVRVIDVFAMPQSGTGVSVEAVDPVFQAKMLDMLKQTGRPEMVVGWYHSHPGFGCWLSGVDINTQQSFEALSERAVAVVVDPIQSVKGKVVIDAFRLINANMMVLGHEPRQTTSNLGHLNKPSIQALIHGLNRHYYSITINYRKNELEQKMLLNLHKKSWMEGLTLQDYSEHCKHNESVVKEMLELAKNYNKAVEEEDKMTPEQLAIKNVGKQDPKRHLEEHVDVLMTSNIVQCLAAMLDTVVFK
MT1-MMP act inh: blockers of MT1-MMP proenzyme processing, primary screen, HT1080 RFP-PRO-GFP cells, GFP/RFP fluorescence. GFP/RFP ratio fluorescence, overnight; percent of plate control window, DMSO zero. GFP/RFP ratio change, % at 20 µM. AID 651647, 2012. 360,000 compounds, 0.061% hits. Matrix metalloproteinase-14 (Homo sapiens), P50281;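 active = GFP/RFP ratio change of at least 30% with cell ATP level not reduced by more than half and red fluorescence within 50% of control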; also: strong numbers were not always called active
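Read-out: GFP/RFP fluorescence ratio; Test system: RFP-PRO-GFP reporter HT1080 cells; Compound dosing: single-point 20 µM compound, 1% DMSO; Times: overnight compound exposure at 37 °C.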
LMPTP block: LMPTP phosphatase inhibitors, primary screen, biochemical, fluorescence intensity, uHTS. Low molecular weight phosphotyrosine protein phosphatase (Homo sapiens), P24666. recombinant LMPTP-A, OMFP fluorogenic substrate. inhibition, % at 20 µM. 360,000 compounds, 0.22% hits;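 active = compounds that cut the enzyme signal by at least half of the control window in the single-dose screen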;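 also: plate controls were DMSO wells with enzyme plus substrate for no effect and substrate without enzyme for full effect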
Target sequence (P24666 whole entry, looked up): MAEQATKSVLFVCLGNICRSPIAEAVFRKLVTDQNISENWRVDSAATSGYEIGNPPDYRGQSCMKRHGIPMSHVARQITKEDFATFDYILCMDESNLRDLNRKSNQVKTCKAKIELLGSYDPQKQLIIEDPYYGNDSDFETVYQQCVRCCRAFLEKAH
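Assay system: LMPTP-A, protein tyrosine phosphatase of low molecular weight / Medium: pH 6.0 Bis-Tris buffer with DTT and Triton X-100 / Schedule: 50 min enzyme reaction at room temperature, protected from light / Measured by: endpoint fluorescence intensity from OMFP dephosphorylation / Read-out basis: % inhibition relative to no-enzyme and uninhibited control wells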
DNMT1 inh: human DNMT1 methyltransferase inhibitors, primary screen, biochemical, molecular beacon, fluorescence, HinP1I cleavage, uHTS; DNA (cytosine-5)-methyltransferase 1 (Homo sapiens), P26358; inhibition (reported as % activation of signal), % at 10 µM; 360,000 compounds, 0.83% hits; AID 588458, 2011; in the data active = inhibition above about 50%
SKN-1 inh: suppressors of acrylamide-induced Pgst-4::GFP reporter in worms, primary screen, SKN-1 inhibitor project, whole organism, uHTS, GFP/RFP fluorescence ratio, strain VP596 | C. elegans VP596 Pgst-4::GFP/RFP ratio, 24 h | 360,000 compounds, 0.49% hits | AID 624304, 2012 | inhibition, % at 21.8 µM;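 active = interference check ratio from 0.5 to 1.5 plus GFP to RFP signal ratio inhibition reaching or exceeding a fixed threshold, cut at about 30% in these data, passing the limit was not always enough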; also: some compounds called inactive have numbers as strong as hits
SUMO1 PPI mod: modulators of SUMO1 protein-protein interactions, primary screen, biochemical, uHTS; Small ubiquitin-related modifier 1 (Homo sapiens), P63165; SUMO1 binding to a labelled peptide, TR-FRET, 1 h; inhibition, % at 20 µM; 360,000 compounds, 0.33% hits; in the data active = inhibition above about 37%
Target sequence (P63165 whole entry, looked up): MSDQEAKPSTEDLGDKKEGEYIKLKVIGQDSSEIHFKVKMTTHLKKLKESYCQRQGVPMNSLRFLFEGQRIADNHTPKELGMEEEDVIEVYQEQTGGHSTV
STEP inh: STEP phosphatase inhibitors, primary screen, biochemical, fluorescence intensity, uHTS; recombinant STEP, OMFP fluorogenic substrate; inhibition, % at 20 µM; 360,000 compounds, 0.25% hits; AID 588621, 2011;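 active = inhibition at 20 µM, scaled per plate between control wells, above about 37%, limit read from the data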;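 also: 0% = DMSO with enzyme and substrate and 100% = substrate only without enzyme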
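Assay system: isolated STEP enzyme. Buffer or medium: pH 6.0 Bis-Tris with DTT and Tween 20. Also added: fluorogenic phosphatase substrate OMFP at 25 µM final. Dosing: 20 µM, 1% DMSO. Timing: 20 min reaction, room temperature, in the dark. Measured by: fluorescence intensity, excitation 480 nm, emission 540 nm. Evaluation: normalized % inhibition.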
CendR NRP1 mod: modulators of CendR peptide binding to NRP-1, primary screen, biochemical, fluorescence polarization, uHTS. Neuropilin-1 (Homo sapiens), O14786. FAM-RPARPAR peptide binding to NRP-1. inhibition, % at 25 µM. 360,000 compounds, 0.85% hits. AID 602438, 2012;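 active = inhibition or corrected inhibition above about 18%, plus a signal ratio from 0.5 to 1.5, limit read from the data, passing the limit was not always enough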; also: strong numbers were not always called active
NadD block: inhibitors of S. aureus NadD, primary screen, biochemical, colorimetric, uHTS; Nicotinate-nucleotide adenylyltransferase NadD (Staphylococcus aureus N315); 360,000 compounds, 0.78% hits; inhibition, % at 20 µM; purified NadD enzyme, colorimetric absorbance read-out; in the data active = inhibition above about 26%; also: some compounds past the cut are filed as inactive
Numbers without * were called inactive; i = inactive; . = not tested or not shown; + = active, no number.

SMILES	Scp1 inh	Rpn11 inh	MT1-MMP act inh	LMPTP block	DNMT1 inh	SKN-1 inh	SUMO1 PPI mod	STEP inh	CendR NRP1 mod	NadD block
COc1ccc(N2CCN(C(=O)COC(=O)c3ccc(C)o3)CC2)cc1	1	i	-2	0.7	3	6	-1	0	-4	5
Cc1cc(NC(=O)C(C)SCC(=O)OCc2c(Cl)cccc2Cl)no1 (stereo not given)	-7	i	-2	1.2	0	3	4	-2	14	-6
Cn1nnc(NC(=S)NC(=O)c2cc(Cl)ccc2Cl)n1	-2	i	-3	-0.3	1	9	8	2	-6	1
NC1=NC[C@H](Cc2ccc(O)cc2)N1CC1CCCCC1	1	i	-2	-2.7	2	3	-6	1	13	-10
CCN(CC)c1ccc(NC(=O)c2cccnc2)c(C)c1	3	i	-1	-1.7	0	-13	-2	8	-4	-2
CCN(CC)C(=O)CSc1nnc(-c2ccccc2)c(-c2ccccc2)n1	4	i	1	-0.6	1	-5	-14	-2	0	-2
O=c1cc(OCc2ccccc2)cc[nH]1	-5	i	0	-0.8	1	-3	5	-2	-4	5
CCC(=O)NCCc1cc2ccc(C)c(C)c2[nH]c1=O	-3	i	2	-0.2	1	-9	-1	1	-9	1
Cc1ccc(CNc2nc(NCc3ccccc3)nc3ccsc23)c(C)c1	.	i	4	17	-20	16	-3	7	0	18
Cc1ccc(-c2nc(NCc3ccco3)c3ccccc3n2)cc1	5	i	-2	35	-8	17	3	0	-10	3
Cc1ccc(C(=O)N/C(=C/c2ccc(Cl)cc2)C(=O)N2CCOCC2)cc1	-1	i	4	1.5	-1	-21	3	-7	12	0
Cc1nc(N)sc1C(=O)N/N=C/c1ccc([N+](=O)[O-])cc1	-3	i	0	-9.5	11	23	4	-3	1	4
COc1ccc(CN(C(=O)c2snc(C(N)=O)c2N)C(C(=O)NC2CCCC2)c2cc(OC)ccc2OC)cc1 (stereo not given)	-4	i	-6	0.6	-4	8	-3	1	-4	0
O=S(=O)(NC1CCCCC1)c1ccc(S(=O)(=O)N2CCN3CCCC3C2)cc1 (stereo not given)	-6	i	2	-0.6	0	14	5	-1	-10	0
Cc1sc2ncnc(N3CCC(C)CC3)c2c1C	-2	i	-5	0.1	1	-7	2	0	15	-6
O=C(CSc1nnc(CNC(=O)c2ccccc2)o1)NCc1ccc2c(c1)OCO2	-5	i	-1	1.5	2	8	1	3	15	-1
CCOC(=O)/C=C/c1ccc2oc3ccccc3c(=O)c2c1	-5	i	6	-1.9	6	12	-6	0	8	-5
Cc1nc2c(=O)[nH]n(C)c2nc1C	.	i	3	-0.3	4	-1	-5	3	8	5
Cc1ccc2cc(CN(Cc3ccco3)C(=S)NCC3CCCO3)c(=O)[nH]c2c1C (stereo not given)	-10	i	-4	0.3	-4	0	4	3	4	-1
O=C(OCc1ccccn1)c1ccc(COc2ccccc2Cl)o1	3	i	-1	1.6	-7	10	0	2	11	0

Some of these compounds in order of molecular weight, ascending.
SMILES	Scp1 inh	Rpn11 inh	MT1-MMP act inh	LMPTP block	DNMT1 inh	SKN-1 inh	SUMO1 PPI mod	STEP inh	CendR NRP1 mod	NadD block
Cc1sc2ncnc(N3CCC(C)CC3)c2c1C	-2	i	-5	0.1	1	-7	2	0	15	-6
CCC(=O)NCCc1cc2ccc(C)c(C)c2[nH]c1=O	-3	i	2	-0.2	1	-9	-1	1	-9	1
NC1=NC[C@H](Cc2ccc(O)cc2)N1CC1CCCCC1	1	i	-2	-2.7	2	3	-6	1	13	-10
Cc1nc(N)sc1C(=O)N/N=C/c1ccc([N+](=O)[O-])cc1	-3	i	0	-9.5	11	23	4	-3	1	4
Cc1ccc(-c2nc(NCc3ccco3)c3ccccc3n2)cc1	5	i	-2	35	-8	17	3	0	-10	3
O=C(OCc1ccccn1)c1ccc(COc2ccccc2Cl)o1	3	i	-1	1.6	-7	10	0	2	11	0
COc1ccc(N2CCN(C(=O)COC(=O)c3ccc(C)o3)CC2)cc1	1	i	-2	0.7	3	6	-1	0	-4	5
Cc1ccc(CNc2nc(NCc3ccccc3)nc3ccsc23)c(C)c1	.	i	4	17	-20	16	-3	7	0	18
Cc1ccc(C(=O)N/C(=C/c2ccc(Cl)cc2)C(=O)N2CCOCC2)cc1	-1	i	4	1.5	-1	-21	3	-7	12	0
O=S(=O)(NC1CCCCC1)c1ccc(S(=O)(=O)N2CCN3CCCC3C2)cc1 (stereo not given)	-6	i	2	-0.6	0	14	5	-1	-10	0

(list continues)
SMILES	Scp1 inh	Rpn11 inh	MT1-MMP act inh	LMPTP block	DNMT1 inh	SKN-1 inh	SUMO1 PPI mod	STEP inh	CendR NRP1 mod	NadD block
CCCCC1=NN(C(=O)c2cocc2C)C(O)(C(F)(F)F)C1 (stereo not given)	-7	i	-2	-0.3	0	4	3	0	-5	0
O=C(c1ccc2ccccc2c1)C1CCCN(C(=O)c2cccnc2)C1 (stereo not given)	-7	i	-1	-0.8	-1	-14	-12	2	-8	4
Fc1ccc(-c2nnc(CN3CCC(c4nc5ccccc5s4)CC3)o2)cc1	-11	i	4	-0.1	-9	7	2	-2	2	1
CC(C)C[C@H]1CNC(=S)N1CC1CCCN1C[C@H](Cc1ccccc1)N1C[C@H](Cc2ccc(O)cc2)N(CC2CCCCCC2)C1=S (stereo not given in full)	24	i	-17	2.0	-2	-19	-4	6	-9	32*
CCCCN1CC(=O)N2[C@H]3c4cc(Br)ccc4OC[C@@H]3[C@H](C(=O)OCC)[C@]2(C)C1=O	-3	i	-6	0.1	1	0	-3	1	1	-4
O=C(NCc1ccc(F)cc1)C(Cc1ccccc1)n1cccc1 (stereo not given)	-5	i	-4	-0.5	-1	-1	2	-1	4	-7
Cc1cccc(C)c1NC(=O)c1ccc2sc([C@@H]3O[C@H](CO)[C@H](O)[C@H](O)[C@H]3O)nc2c1	.	i	-3	-1.4	6	7	0	-5	13	4
Cc1ccc(-c2ccc(CCC(=O)O)n2NC(=O)c2ccc([N+](=O)[O-])cc2)cc1	-1	i	10	0.6	-1	12	-20	-4	3	0
N#CCCSC(=S)C1CCCC1=N (stereo not given)	.	i	2	-0.5	3	19	-24	1	0	-2
CCCc1cc(=O)n2nc(N3CCC(C(=O)N4CCN(c5cccc(OC)c5)CC4)CC3)sc2n1	-2	i	4	0.7	1	11	-3	-2	-10	6
COc1cc2c(cc1OC)CN(CC(=O)NC(=O)NC(C)(C)C)CC2	-4	i	-1	-0.8	-6	1	-1	-3	-9	-11
Cc1ccsc1C(=O)N1CCC1(C)C(=O)NS(=O)(=O)c1ccccc1C(F)(F)F (stereo not given)	.	i	2	-0.2	1	4	1	-1	-1	-2
COc1ccc(-c2ccc(C(=O)Nc3cccc(Oc4ccccc4)c3)c3occc23)c(C)c1	.	i	-3	3.2	14	1	1	0	8	2
Cc1ccc(C)c(N(C(=O)c2csnn2)C(C(=O)NC2CCCC2)c2ccncc2)c1 (stereo not given)	-2	i	3	0.9	2	5	-1	-2	1	4
Cc1cc(N2CCCC(C(=O)Nc3cccc4ccccc34)C2)n2ncnc2n1 (stereo not given)	-2	i	-7	-0.7	-9	3	-7	-1	-14	-11
O=C(NCC1CCCCC1)C1(CC2CC(c3cccc(Br)c3)=NO2)CCNCC1 (stereo not given)	-1	i	0	0.2	1	-10	-34	1	-1	-13
CCOc1ccc(/C=C2\SC(=S)N(CC(=O)N(CCO)C(C)(C)C)C2=O)cc1	-10	i	2	2.0	-10	10	-21	1	2	-2
CCOC(=O)c1cccc(NC(=S)NC(=O)c2cccnc2)c1	-2	i	-1	1.6	-5	10	4	-1	6	1
COc1ccc(C[C@H]2CN3C(=NC[C@@H]3C)N2CCNC(=O)CCC2CCCCC2)cc1	4	i	6	-1.9	13	-5	-6	-4	-12	-4
O=C(Nc1ccc(S(=O)(=O)N2CCOCC2)cc1)c1cccs1	-7	i	-11	-1.1	-1	2	4	3	2	-4
Clc1ccc(OCCn2ccnc2)c2ccccc12	0	i	-4	1.4	-1	14	-10	-2	2	1
Cc1ccc(SCc2ccc(C(=O)Nc3cccnc3)cc2)cc1	-3	i	1	7.3	25	3	0	-2	4	7
Cn1cc(C(=O)NCc2ccc(F)cc2)cn1	-3	i	-1	-0.9	2	14	1	5	-6	6
Cc1ccc(C)c(NC(=O)CCN2CCN(CCO)CC2)c1	1	i	1	-6.3	9	-2	-2	-1	-11	-2
O=C1CC(c2cccc(O)c2)Oc2ccccc21 (stereo not given)	-4	i	-1	-0.3	3	-12	1	-4	11	-4
COc1cc(C(=O)NCCNC(=O)c2ccco2)cc(OC)c1OC	2	i	1	10.0	7	-3	1	4	-72	19
Cc1cc(C)cc(NC(=O)Cn2nnc(C(=O)NCc3ccco3)c2N)c1	-6	i	3	0.4	2	17	6	-1	-5	-7
Cc1csc(=O)n1CCC(=O)OCc1nnc(-c2ccc([N+](=O)[O-])cc2)o1	-5	i	4	-0.6	-3	-8	-34	0	-7	-10
O=[N+]([O-])c1ccc(NN=C(Oc2ccccc2)c2ccc([N+](=O)[O-])cc2)cc1	.	+	-17	2.3	5	-3	-15	0	-48	10
